Source: PubChem (The Scripps Research Institute Molecular Screening Center)
TAAR1 antagonist: human TAAR1 antagonism. Q96RJ0. CHO RD-HGA16 TAAR1, Fluo-8 calcium fluorescence, antagonist. inhibition, % at 3 µM. actives 1.5% (n = 360,000);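 active = inhibition above a per-plate cutoff, the mean inhibition of test compounds on that plate plus 3 SD, cut at about 49% in these data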;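 note: 0% = DMSO plus EC80 beta-PEA response and 100% = DMSO alone without agonist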
Target sequence (Q96RJ0 whole entry, looked up): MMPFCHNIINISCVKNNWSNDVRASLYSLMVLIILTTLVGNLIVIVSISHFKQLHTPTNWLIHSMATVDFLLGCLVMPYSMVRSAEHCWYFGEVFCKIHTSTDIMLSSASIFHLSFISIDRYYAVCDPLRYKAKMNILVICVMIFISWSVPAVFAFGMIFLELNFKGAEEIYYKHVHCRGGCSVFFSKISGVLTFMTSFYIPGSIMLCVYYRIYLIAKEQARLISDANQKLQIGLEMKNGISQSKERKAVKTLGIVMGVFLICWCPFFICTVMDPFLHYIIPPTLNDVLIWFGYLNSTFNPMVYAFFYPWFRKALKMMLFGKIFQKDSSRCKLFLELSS
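Assay system: CHO-derived RD-HGA16 cells stably expressing human TAAR1 plus Gα16. Timing: 140 s kinetic read after compound, 140 s after agonist. Technique: kinetic Fluo-8 calcium fluorescence measurement. Measure: % inhibition of agonist calcium response.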
M1 PAM: potentiates human M1 receptor response to acetylcholine; activation, % at 3 µM; AID 588819; P11229; CHO-K1 hM1, Fluo-8 calcium fluorescence, ACh EC20; 0% = ACh EC20, 100% = maximal ACh; actives 0.088% (n = 360,000); in the data active = activation above about 19%, passing the limit was not always enough
Target sequence (P11229 whole entry, looked up): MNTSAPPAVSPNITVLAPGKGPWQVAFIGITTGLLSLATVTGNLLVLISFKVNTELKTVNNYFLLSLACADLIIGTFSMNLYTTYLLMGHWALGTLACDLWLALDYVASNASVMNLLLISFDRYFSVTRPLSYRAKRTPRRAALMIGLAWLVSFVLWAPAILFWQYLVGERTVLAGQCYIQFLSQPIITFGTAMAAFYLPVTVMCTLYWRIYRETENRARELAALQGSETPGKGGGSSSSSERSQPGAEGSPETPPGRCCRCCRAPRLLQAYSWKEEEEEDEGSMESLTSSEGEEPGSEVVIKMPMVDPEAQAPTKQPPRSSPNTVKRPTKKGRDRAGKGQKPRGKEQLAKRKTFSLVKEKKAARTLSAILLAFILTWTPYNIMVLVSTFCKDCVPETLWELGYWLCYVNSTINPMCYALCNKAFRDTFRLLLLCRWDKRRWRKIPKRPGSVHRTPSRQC
CHO parental Ca: signal in parental CHO cells, OX1R antagonist counter-screen; parental CHO-K1, ATP-induced calcium, Fluo-8 fluorescence; inhibition, % at 5.6 µM; actives 0.63% (n = 330,000); AID 463079;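 active = inhibition above that plate's mean sample inhibition plus 3 SD, cut at about 26% in these data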;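 note: 0% = ATP-challenged DMSO wells and 100% = DMSO wells without ATP; some compounds past the cut are filed as inactive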
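Material: parental CHO cells / Compound: single nominal dose of 5.6 µM per compound / Signal: Fluo-8 fluorescence / Replicates: singlicate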
M1 antag: antagonists of human M1 muscarinic receptor; inhibition, % at 3 µM; CHO-K1 hM1, Fluo-8 calcium fluorescence, ACh EC80 antagonist; AID 588852; actives 1.3% (n = 360,000);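 active = percent inhibition above its own plate's cutoff, namely the mean of that plate's compound wells plus 3 SD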;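 note: peak over basal fluorescence ratio during 140 s after agonist addition; 0% = ACh EC80 plus DMSO and 100% = DMSO alone without agonist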
CHRM1 agonist: agonists of human M1 muscarinic receptor; P11229; CHO-K1 hM1, Fluo-8 calcium fluorescence, agonist mode; 0% DMSO, 100% acetylcholine EC100; activation, % at 3 µM; actives 0.33% (n = 360,000); AID 588814;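 active = activation above the run's mean compound activation plus 3 SD, cut at about 16% in these data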;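 note: peak over basal fluorescence ratio within a 140 s kinetic read after compound addition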
TAAR1 agonist: human TAAR1 agonism. Q96RJ0. CHO RD-HGA16 TAAR1, Fluo-8 calcium fluorescence; vehicle wells 0%, saturating PEA agonist 100%. activation, % at 3 µM. actives 0.99% (n = 360,000). AID 624467;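 active = activation above the mean activation of all test compounds in the run plus 3 SD, cut at about 38% in these data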
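System: CHO-derived RD-HGA16 cells with stable Gα16 and human TAAR1 / Times: 17-24 h plating, Fluo-8 75 min 37 °C, 30 min RT / Technique: calcium-sensitive Fluo-8 signal, excitation 470-495, emission 515-575 nm / Measure: % activation relative to PEA EC100 response / Benchmarks: DMSO and PEA EC100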
CHO-K1 Ca ag: counter-screen for M1 agonists: effect in parental CHO-K1 cells | activation, % at 3 µM | actives 0.48% (n = 360,000) | Fluo-8 calcium fluorescence; scaled to maximal ATP response, vehicle zero; in the data active = activation above about 15%;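 note: untransfected CHO-K1 host cells lacking M1 receptor as counterscreen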
CHO-K1 Ca PAM: counter-screen for M1 PAMs: effect in parental CHO-K1 cells. ATP EC20, Fluo-8 calcium fluorescence; 0% at ATP EC20, 100% at ATP max. activation, % at 3 µM. actives 0.02% (n = 360,000);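 active = activation above the run cutoff, the mean activation of all test compounds plus 3 SD, cut at about 40% in these data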;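 note: peak over basal fluorescence ratio in a 140 s read after ATP addition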
CHO-K1 Ca antag: nonselective inhibitor or artifact in parental CHO-K1 cells. AID 602250. actives 0.6% (n = 360,000). ATP-induced calcium, Fluo-8 fluorescence. inhibition, % at 3 µM;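 active = inhibition above a per-plate cutoff, the plate's mean sample inhibition plus 3 SD, cut at about 24% in these data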;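 note: 0% = DMSO plus EC80 ATP and 100% = DMSO alone without ATP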
* hit, by the source's call; nt = not tested or not shown. The order is random, and some 4.4% of all compounds hit somewhere here.

SMILES	TAAR1 antagonist	M1 PAM	CHO parental Ca	M1 antag	CHRM1 agonist	TAAR1 agonist	CHO-K1 Ca ag	CHO-K1 Ca PAM	CHO-K1 Ca antag
Cc1cc(NS(=O)(=O)c2ccc(NC(=S)NC(=O)/C=C/c3ccccc3)cc2)no1	9	-5	-18	17	-4	0	-0.3	14	-19
COc1ccc(NC(=O)Nc2ccc(F)c(F)c2)c(OC)c1	12	8	-8	-7	-3	1	3.1	19	-5
CSCC[C@H](NC(=O)c1ccc(Cl)c([N+](=O)[O-])c1)c1nc2ccccc2[nH]1	18	-8	-10	8	-3	6	3.5	-10	15
COC(=O)CN(C(=S)Nc1ccc(F)cc1)C1CC(=O)N(c2ccccc2)C1=O (stereo not given)	13	-10	-8	14	-1	5	1.4	-11	17
Clc1nssc1=Nc1ccc(Br)cc1	32	1	nt	3	14	42*	14	6	-8
O=C(Nc1ccccc1C(=O)O)c1cccc(NS(=O)(=O)c2ccc(Br)cc2)c1	-67	6	-6	-13	-2	-1	0.5	17	-6
NNC(=O)c1cc2cc3ccccc3nc2s1	4	3	-18	1	-6	1	-0.1	1	-1
O=C(c1cccc(F)c1)N1CCN(C2CCCCC2)CC1	-20	-4	-14	-15	-6	6	-0.3	9	-15
O=C(Nc1cccc(Cl)c1)Nn1cnnc1	-22	6	-3	-15	-5	18	2.4	8	-14
Cc1ncc(CO)c(/C=N/NC(=O)c2ccccc2Br)c1O	-15	9	0	-16	6	4	0.4	18	-6
COc1cccc(NC(=O)C2(C)CCN2Cc2ccccc2Cl)c1 (stereo not given)	17	-5	nt	6	-7	2	-0.2	18	-14
O=C(NCc1ccco1)/C(=C\c1cccs1)NC(=O)c1ccco1	-10	15	-9	-4	3	4	0.4	23	-8
COc1cc(C2C(C#N)=C(N)Oc3c2oc(CO)cc3=O)ccc1OC(C)C (stereo not given)	-2	11	-5	-8	-4	0	0.6	14	-9
Cc1cc(C(=O)OCC(=O)NCCN2C(=O)CSC2=O)ccc1[N+](=O)[O-]	-10	3	-3	1	-3	12	4.7	9	4
COc1ccc(CN2CCN(C(=O)c3ccc4nc(N5CCOCC5)sc4c3)CC2)c(OC)c1OC	20	-3	-18	13	-6	3	2.1	19	-11
CC(C)CCOc1ccc(NC(=O)C2OC3OC(C)(C)OC3C3OC(C)(C)OC23)cc1 (stereo not given)	12	5	0	-3	-2	1	0.0	12	1
O=C(Cn1ccc([N+](=O)[O-])n1)NCc1nc2ccccc2[nH]1	-18	3	-12	7	-5	1	17*	18	0
CCOC(=O)C(C(=O)NCC1CCCO1)C1CCCCC1 (stereo not given)	-7	3	-2	-12	-5	1	0.8	15	-9
O=C(Nc1ccc(O)c2c(=O)cc(-c3ccccc3Cl)oc12)c1ccccc1Cl	34	-1	-21	4	-5	4	-0.4	-4	-8
COc1ccc2sc(-c3ccc(S(C)(=O)=O)cc3)c(-c3ccc(C(N)=O)cc3)c2c1	51*	13	-5	-6	-3	19	0.5	7	-18
CS(=O)(=O)N(CC(=O)O)c1cccc(Cl)c1	-1	-1	6	-4	-1	9	0.0	-2	1
COc1cccc(NC(=O)CSCc2nc3sc(C)c(C)c3c(=O)[nH]2)c1	2	9	nt	-10	-4	-1	0.3	-7	-7
Cc1ccc(-c2nnc(-c3cccc(NC(=O)c4cccs4)c3)o2)cc1	52*	-4	8	3	-2	4	1.0	-1	3
COc1cc(C(=O)OCc2ccc([N+](=O)[O-])cc2)cc(OC)c1OC	18	4	-15	-6	-7	-2	2.2	18	-13
COc1ccc(CN(Cc2cc3ccc(C)cc3[nH]c2=O)Cc2nnnn2C2CCCC2)cc1	56*	-10	-36	16	-3	11	0.5	12	-14

Later entries:
SMILES	TAAR1 antagonist	M1 PAM	CHO parental Ca	M1 antag	CHRM1 agonist	TAAR1 agonist	CHO-K1 Ca ag	CHO-K1 Ca PAM	CHO-K1 Ca antag
Cc1ccc(CN2C(=O)N/C(=C\c3ccc(-c4ccc(C(=O)O)cc4C)o3)C2=O)cc1	-9	7	2	-11	-3	3	1.0	22	-12
Cc1cc(NC(=O)CCC(=O)N(CC(=O)NC2CCCC2)c2ccc(F)cc2)no1	5	5	-9	-12	-1	3	0.2	7	-7
COc1ccc(NC(=O)c2cc3ccccc3o2)cn1	7	4	7	-9	-2	1	0.7	2	-10
CCc1ccc(/C=N/NC(=O)c2c[nH]c3ccccc23)s1	9	13	-13	-6	0	1	0.1	8	2
CCCCc1c(C)nn(-c2nnc3c4ccccc4n(CC)c3n2)c1C	5	3	25	3	-3	9	1.3	0	-1
CCCCN(C(=O)c1ccc2c(c1)OCO2)c1c(N)n(CCCC)c(=O)[nH]c1=O	nt	8	3	-9	-3	nt	2.1	3	1
COc1ccc(C2=Nc3cc(C)ccc3OC2)cc1	6	-4	-17	9	0	9	2.9	15	-15
C/C(N=Nc1nc2ccccc2s1)=N\Nc1ccccc1O	-17	6	-2	-8	-1	-1	2.5	11	-6
CN1CCN(C(=O)/C(=C\c2ccc3c(c2)OCO3)NC(=O)c2cccs2)CC1	-21	14	1	-14	-9	3	1.0	25	-7
O=C(CN1C2=NCCCN2c2ccccc21)c1ccc2c(c1)OCO2	-26	-2	-10	-4	-12	14	0.6	5	-5
CCC(c1nnnn1-c1c(C)cccc1C)N1CCCN(Cc2ccc(F)cc2)CC1 (stereo not given)	-14	nt	nt	nt	nt	1	3.1	0	14
CN(C1CCS(=O)(=O)C1)S(=O)(=O)c1ccc(C2CCCCC2)cc1 (stereo not given)	25	8	-2	8	13	7	1.3	2	-10
CC(c1ccccc1)N1CCn2c(nc3cc(NC(=O)c4cccs4)ccc32)C1 (stereo not given)	-2	-4	-5	-3	-7	9	2.4	-5	3
C=CCn1c(CCc2ccccc2)nnc1SCC(=O)OC	-21	3	3	-8	-2	4	0.4	-6	3
Cc1ccc2cc(C#N)c(SCC(=O)NCc3ccco3)nc2c1	14	6	-6	-8	-3	4	0.2	14	-7
Cc1cc(C)cc(N(CC(=O)N2CCCC2)S(C)(=O)=O)c1	1	4	-6	-10	-2	2	1.1	15	-6
COc1ccc(NC(=O)C2CCCN2S(=O)(=O)c2ccc3c(c2)CCC(=O)N3)cc1Cl (stereo not given)	-8	-1	-21	2	-5	-2	-0.2	-3	11
O=C(Nc1ccccc1N1CCCC1)c1ccc(Cl)c(S(=O)(=O)N2CCOCC2)c1	-16	-5	-21	9	-6	3	1.3	-2	-1
Cc1cc(=O)n2nc(N3CCCC(C(=O)NCc4ccc(Cl)cc4)C3)sc2n1 (stereo not given)	-8	7	-14	-16	-8	9	0.1	14	0
COc1cc(C(=O)Nc2scc(-c3ccc(Br)cc3)c2C(=O)O)cc(OC)c1OC	28	1	-9	-7	-1	7	0.3	-7	1
COc1ccc(/C=N/n2cnc3scc(-c4cccs4)c3c2=O)cc1OC	-17	2	-7	-9	-6	1	-0.2	6	0
COC(=O)Nc1ccc2c(c1)Nc1ccccc1CC2	-11	0	-3	-16	-7	3	-0.4	8	-12
CCCC[N+](C)(C)CCC(=O)NC(C)(C)CS(=O)(=O)[O-]	0	0	9	-3	-2	8	0.9	7	-3
COC(=O)c1ccccc1NC(=O)C1CCN(S(C)(=O)=O)CC1	-19	12	-19	-8	1	7	0.2	9	1
CCOC(=O)c1c(C)nc2ccc(C)cn12	-7	2	-6	-4	-3	7	0.6	12	13

(listing goes on)
SMILES	TAAR1 antagonist	M1 PAM	CHO parental Ca	M1 antag	CHRM1 agonist	TAAR1 agonist	CHO-K1 Ca ag	CHO-K1 Ca PAM	CHO-K1 Ca antag
CCOC(=O)c1sc2nc3n(c(=O)c2c1C)CCC(C)CC3 (stereo not given)	-24	-4	-21	4	-6	10	0.6	16	-8
Cc1noc2ncnc(N3CCN(c4ccc(F)cc4)CC3)c12	-1	9	-2	-12	-1	12	4.4	17	-14
CC(C)c1ccc(C2N3CC4([N+](=O)[O-])CN2CC([N+](=O)[O-])(C3)C4(C)C)cc1 (stereo not given)	-2	7	3	-7	-8	9	0.3	10	-1
Cc1nn(-c2ccc(F)cc2)c2sc(C(=O)O)cc12	2	5	-7	-4	-7	0	1.9	22	-10
CCOC(=O)C1=C(N)Oc2c(oc(CO)cc2=O)C1c1ccc(F)cc1 (stereo not given)	-15	3	-25	-3	-2	0	0.4	12	-2
CC(C)[C@H](NC(=O)c1ccccc1F)C(=O)NC1CCCCCCC1	-10	16	-28	-10	-1	4	-0.1	4	6
CCn1c(COc2ccc(=O)n(-c3ccccc3)n2)nnc1SCc1cccc(OC)c1	-7	5	-9	-2	-2	5	0.1	11	-1
Fc1ccc(C(c2nnnn2CCc2ccccc2)N2CCCc3ccccc32)cc1 (stereo not given)	2	12	-18	-34	0	8	0.3	15	-8
COc1ccc(-c2cnn3c(N)c(S(=O)(=O)c4ccccc4)cnc23)cc1	17	-1	-10	4	-3	1	0.2	9	-6
COc1ccccc1C(O)(c1ccccc1)c1ccccc1OC	5	10	nt	-10	-8	0	-0.7	5	-10
CC(NC(=O)C(C(=O)c1cccc([N+](=O)[O-])c1)n1cc(Cl)ccc1=O)c1ccccc1 (stereo not given)	-5	8	1	-14	-7	7	0.5	9	5
COCCCN1C(=O)c2ccc(C(=O)N3CCN(c4ccc(OC)cc4)CC3)cc2C1=O	-9	-6	-14	17	-2	1	0.6	9	-4
CSc1sc(-c2nnc(SCC(=O)Nc3ccccc3)n2C)c2c1C=CCC2	-5	-6	-25	2	-8	-1	1.1	-5	-8
Cc1ccc2c(Cl)cc(Cl)c(OCc3c(C)noc3C)c2n1	-21	2	-24	-20	-3	-2	0.5	19	-2
NS(=O)(=O)c1ccc(NC(=O)/C=C/c2ccco2)cc1	26	8	2	-2	1	3	0.2	-17	16
Cc1c(C(=O)NCc2cccc(C(F)(F)F)c2)sc(=O)n1Cc1ccc(F)cc1	14	-14	nt	9	-6	1	1.6	3	-5
Cn1c(=O)c2c(ncn2CC(=O)OCc2ccccc2)n(C)c1=O	1	5	-11	0	-3	8	0.3	-2	-5
O=C(c1cccc(S(=O)(=O)N2CCc3ccccc32)c1)N1CCN(CCO)CC1	-9	2	-6	-8	-2	0	0.2	-15	0
Cc1ccc(Cl)cc1NC(=O)CNC(=O)N1CC(=O)Nc2ccccc21	-21	2	-9	-1	-3	1	0.3	5	-1

For convenience, part of the list above.
SMILES	TAAR1 antagonist	M1 PAM	CHO parental Ca	M1 antag	CHRM1 agonist	TAAR1 agonist	CHO-K1 Ca ag	CHO-K1 Ca PAM	CHO-K1 Ca antag
NS(=O)(=O)c1ccc(NC(=O)/C=C/c2ccco2)cc1	26	8	2	-2	1	3	0.2	-17	16
Cc1c(C(=O)NCc2cccc(C(F)(F)F)c2)sc(=O)n1Cc1ccc(F)cc1	14	-14	nt	9	-6	1	1.6	3	-5
Cn1c(=O)c2c(ncn2CC(=O)OCc2ccccc2)n(C)c1=O	1	5	-11	0	-3	8	0.3	-2	-5
O=C(c1cccc(S(=O)(=O)N2CCc3ccccc32)c1)N1CCN(CCO)CC1	-9	2	-6	-8	-2	0	0.2	-15	0
Cc1ccc(Cl)cc1NC(=O)CNC(=O)N1CC(=O)Nc2ccccc21	-21	2	-9	-1	-3	1	0.3	5	-1
